PrPC surface inh: cell surface PrPC inhibition, primary TR-FRET screen; hit rate 0.43% among 370,000; P04156; TR-FRET read-out; inhibition, % at 13.8 µM; AID 720596; in the data active = inhibition above about 24%; also: 0% = median of the test wells and 100% = reference compound wells
VHR inh abs: inhibitors of human VHR1 phosphatase (DUSP3); recombinant VHR phosphatase, pNPP absorbance; inhibition, % at 13.3 µM; hit rate 0.52% among 290,000; AID 1654; in the data active = inhibition above about 50%; also: some compounds called inactive have numbers as strong as hits
Target sequence (P51452 whole entry, looked up): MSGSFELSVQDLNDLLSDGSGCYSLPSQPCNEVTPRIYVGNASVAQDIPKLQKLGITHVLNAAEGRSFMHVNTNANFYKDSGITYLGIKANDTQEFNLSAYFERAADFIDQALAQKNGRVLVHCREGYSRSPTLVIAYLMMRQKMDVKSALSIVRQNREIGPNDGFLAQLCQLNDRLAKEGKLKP
MazF activator: MazEF (E. coli) toxin RNase activation; FAM/BHQ RNA-DNA oligo cleavage fluorescence, 5 h; hit rate 0.32% among 350,000; activation, % at 20 µM; P0AE70; in the data active = activation above about 50%
Target sequence (P0AE70 whole entry, looked up): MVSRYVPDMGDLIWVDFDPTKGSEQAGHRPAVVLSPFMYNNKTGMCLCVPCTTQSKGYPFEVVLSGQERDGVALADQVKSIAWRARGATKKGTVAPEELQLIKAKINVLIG
Anthrax LF prot: blocks Bacillus anthracis lethal factor protease. multiplex microsphere protease cleavage assay, LF. inhibition, % at 10 µM. hit rate 0.12% among 360,000. AID 588501; also: plate controls were buffer without enzyme for full effect and enzyme alone for no effect
Target sequence (P15917 whole entry, looked up): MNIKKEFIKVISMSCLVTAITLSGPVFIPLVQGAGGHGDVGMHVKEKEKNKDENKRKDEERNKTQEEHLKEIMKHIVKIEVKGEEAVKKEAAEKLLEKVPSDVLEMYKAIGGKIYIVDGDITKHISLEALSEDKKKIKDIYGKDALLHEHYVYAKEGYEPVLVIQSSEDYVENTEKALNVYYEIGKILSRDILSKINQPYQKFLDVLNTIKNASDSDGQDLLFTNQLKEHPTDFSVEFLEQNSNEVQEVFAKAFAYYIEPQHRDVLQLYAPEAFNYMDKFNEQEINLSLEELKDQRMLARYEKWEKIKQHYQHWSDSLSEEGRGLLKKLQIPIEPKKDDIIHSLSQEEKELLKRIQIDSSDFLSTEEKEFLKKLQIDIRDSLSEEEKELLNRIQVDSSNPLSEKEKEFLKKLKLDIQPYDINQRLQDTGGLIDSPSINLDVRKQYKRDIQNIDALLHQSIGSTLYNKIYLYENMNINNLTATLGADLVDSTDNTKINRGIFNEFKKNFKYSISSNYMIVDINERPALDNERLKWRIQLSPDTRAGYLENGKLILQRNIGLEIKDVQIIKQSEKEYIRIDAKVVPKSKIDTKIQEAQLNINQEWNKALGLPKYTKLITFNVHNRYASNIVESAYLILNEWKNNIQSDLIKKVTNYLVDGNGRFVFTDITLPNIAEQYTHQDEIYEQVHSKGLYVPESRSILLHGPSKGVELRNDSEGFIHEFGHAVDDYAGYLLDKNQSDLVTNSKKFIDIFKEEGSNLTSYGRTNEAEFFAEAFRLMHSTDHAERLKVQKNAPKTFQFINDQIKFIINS
BoNT F protease: BoNT F light chain protease inhibition; AID 588497; inhibition, % at 10 µM; hit rate 0.22% among 360,000; Multiplex microsphere protease cleavage assay, flow cytometry; in the data active = inhibition above about 35%, passing the limit was not always enough; inconclusive = no clear call, values can overlap the other calls; also: plate controls were buffer without enzyme for full effect and enzyme alone for no effect
BoNT-A LC inh2: inhibitors of Botulinum neurotoxin A light chain protease; multiplex microsphere protease substrate cleavage, flow cytometry; inhibition, % at 10 µM; hit rate 0.17% among 360,000; also: plate controls were buffer without enzyme for full effect and enzyme alone for no effect
CCHFV vOTU inh: CCHFV vOTU protease inhibition. Pep-AMC fluorescence. inhibition, % at 11.5 µM. hit rate 0.55% among 370,000. AID 651958; in the data active = inhibition above about 30%; also: 0% = vehicle wells with enzyme and 100% = no enzyme wells
SSB-PriA inh: K. pneumoniae PriA-SSBct interaction inhibition. AID 1272365. hit rate 0.6% among 430,000. AlphaScreen SSBct-PriA binding, biotinylated peptide. inhibition, % at 33 µM; in the data active = inhibition mostly above about 37%, no sharp cut-off; inactive = mostly below about 20%;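 also: plate controls were negative control peptide for no effect and reference peptide for full effect; strong numbers were not always called active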
Rv3671c inh: inhibits the M. tuberculosis serine protease Rv3671c | hit rate 0.048% among 320,000 | AID 2606 | inhibition, % at 5.96 µM | P9WHR9; in the data active = inhibition above about 38%;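 also: extracellular domain of Rv3671c used as enzyme; 0% = enzyme with DMSO and 100% = no enzyme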
SARS 3CLpro inh: SARS-CoV 3CLpro protease inhibition | P0C6X7 | recombinant SARS-CoV 3CLpro, quenched FRET peptide cleavage | inhibition, % at 6 µM | hit rate 0.14% among 290,000 | AID 1706; in the data active = inhibition above about 12%
* = called active by the depositor; ? = inconclusive; / = no result given. Rule as the data show it, unless noted: active = inhibition above about 30%; inconclusive = no clear call, values can overlap the other calls; inactive = below that.

SMILES	PrPC surface inh	VHR inh abs	MazF activator	Anthrax LF prot	BoNT F protease	BoNT-A LC inh2	CCHFV vOTU inh	SSB-PriA inh	Rv3671c inh	SARS 3CLpro inh
CC(=O)Nc1ccc(CN2CCN(CC=C(C)C)C(CCO)C2)cc1 (centres undefined)	0	12	2	-3	4	0.5	3	-5	7	3
Cc1nn(C(C)C(=O)NCC2CCCO2)c(C)c1[N+](=O)[O-] (centres undefined)	-1	19	2	3	-1	0.3	2	-6	-3	4
Cc1ccc(-n2nc3c(c2NC(=O)CC(C)C)CS(=O)(=O)C3)c(C)c1	-5	-13	5	18	19	0.9	-10	-6	1	-2
CCn1c(C(C)NS(=O)(=O)c2ccc(Cl)cc2)n[nH]c1=S (centres undefined)	0	15	-2	-1	-4	-0.4	-6	3	-2	1
CNC(=O)CSc1nnc(-c2ccco2)n1-c1cccc(C)c1	3	11	3	-3	18	0.3	4	-1	4	-1
CCc1ccc(C(=O)COC(=O)CNC(=O)CNC(=O)Cc2ccccc2)cc1	6	-4	2	-5	0	-0.1	-5	-15	-3	1
CCNC(=O)/C(C#N)=C/c1c(N2CC(C)OC(C)C2)nc2ccccn2c1=O (centres undefined)	-15	-10	-1	4	5	1.3	-37	-9	-2	0
CN(C(=O)c1cccc(NC(=O)c2cccs2)c1)c1ccccc1	2	-3	0	-2	-2	0.6	3	-12	-5	-1
CC(=O)N1CCN(c2cc(-c3ccccc3)nc3cc(-c4cccc(Cl)c4)nn23)CC1	-3	/	15	-1	-12	-0.8	-8	/	/	/
COc1ccc(C(=O)N2CCN(Cc3ccccc3[N+](=O)[O-])CC2)cc1	-12	9	-20	-2	?	?	3	-9	-6	1
COc1cc(OC)cc(C(=O)Nc2cccc(N3CCCC3)c2)c1	-7	-11	6	-7	-57	6.6	0	3	5	2
COc1ccccc1OCc1ccc(C(=O)c2ccccc2)cc1	-4	-6	5	12	?	6.5	3	-50	-2	2
C[C@H](CO)N1C[C@H](C)[C@H](CN(C)S(=O)(=O)c2ccccc2)OCc2ccccc2-c2c(n(C)c3ccccc23)C1=O	0	/	3	4	3	0.2	-5	/	/	/
COc1ccc(N2CCN(C(=O)COC(=O)COc3cccc(C(F)(F)F)c3)CC2)cc1	9	/	1	-4	-9	-0.4	13	-9	1	/
Clc1cccc(-c2cc3nc4c(c(N5CCOCC5)n3n2)CCCC4)c1	-3	-12	-2	-3	-25	-0.7	-4	-23	-5	-5
Cc1ccc(NC(=S)NC(C)CCc2ccccc2)cc1C (centres undefined)	1	-14	3	-4	-11	-1.2	0	5	-9	8
CCC(C(=O)Nc1cccc(S(=O)(=O)N(C)c2ccccc2)c1)c1ccccc1 (centres undefined)	6	/	3	-6	-4	-0.4	8	-14	-30	/
C=CCSc1nc(C)c(CC(=C)C)c(=O)[nH]1	6	22	6	0	-4	-0.1	2	-10	9	-3
COc1ccc(C(=O)NCC(=O)OCC(=O)c2ccc3c(c2)NC(=O)CO3)cc1OC	14	17	-26	-7	1	-0.5	-10	-2	6	0
O=C(NCc1cccnc1)c1sc2ccccc2c1Cl	8	22	-5	-2	-7	?	-2	-5	2	7
CCOc1ccc(S(=O)(=O)N2CCCCC2)cc1NC(=O)Cc1cc(OC)c(OC)c(OC)c1	-1	/	-3	0	4	-0.5	-5	/	/	/
CCOC(=O)C1=NN(C(=O)COc2ccccc2)C(O)(c2ccc(Cl)cc2)C1 (centres undefined)	-3	10	3	0	-5	-0.4	0	-2	1	0
Cc1c[nH]c2ccccc12	/	/	10	-4	-1	-0.3	/	-5	5	/
CCc1c(C)sc2nc(SCC(=O)Nc3cc(C)on3)n(CCOC)c(=O)c12	10	20	-29	-2	2	-0.5	1	-9	8	-3
CCCn1c(C)cc(C)c(C#N)c1=O	3	0	4	-2	-7	-0.8	-7	-12	-1	-4
Cc1c(Cl)cnc(NC(=O)CSc2nnc3ccccn23)c1Cl	-6	5	1	-9	-3	-0.5	-3	-6	/	-1
O=[N+]([O-])c1cccc(Nc2c([N+](=O)[O-])ccc3nonc23)c1	6	-7	11	3	26	3.3	-1	4	-5	-1
Cc1sc(NC(=O)C2CCCCC2C(=O)O)c(C(N)=O)c1-c1ccc(C(C)(C)C)cc1 (centres undefined)	-2	20	5	-1	3	0.4	4	-8	-1	0
C/C(CC(=O)Nc1cccnc1)=N\NC(=O)C(=O)Nc1cccc(C)c1	1	-2	-6	-2	-10	0.1	-11	/	-4	2
Cc1nc(C)c(-c2ccc(SCC(=O)Nc3ccccc3)nn2)s1	-4	7	5	-4	6	0.9	-12	-3	0	-1
Cn1c(SCc2ccc(F)cc2)nnc1-c1ccccn1	-1	21	5	-2	-2	-2.7	-3	-1	2	1
O=C(N/N=C/c1ccc(F)c(F)c1)c1cccc(S(=O)(=O)N2CCCCC2)c1	-5	/	18	6	-1	2.3	10	/	-5	/
NC(=O)c1ccc(S(=O)(=O)N2CCSCC2)cc1	11	25	4	13	17	-1.4	-5	-6	-3	4
COc1ccc(CN(C)C[C@@H]2OCCCC[C@H](C)Oc3ccc(NC(=O)Nc4ccc(F)cc4)cc3C(=O)N([C@H](C)CO)C[C@H]2C)cc1	-2	/	-16	-8	-7	-0.2	-3	/	/	/
CCOC(=O)Cn1cc(/C=N/NC(=O)c2ccc(C#N)cc2F)c2ccccc21	-9	16	0	-3	3	1.1	0	/	4	-2
Cc1ccc(NC(=O)CCCn2c(=O)oc3ccccc32)c(O)c1	-4	10	5	6	-14	-1.1	-12	-10	-6	0

Single records, from the list above.
`Cc1nc(C)c(-c2ccc(SCC(=O)Nc3ccccc3)nn2)s1` in the list: PrPC surface inh: -4; VHR inh abs: 7; MazF activator: 5; Anthrax LF prot: -4; BoNT F protease: 6; BoNT-A LC inh2: 0.9; CCHFV vOTU inh: -12; SSB-PriA inh: -3; Rv3671c inh: 0; SARS 3CLpro inh: -1
`C/C(CC(=O)Nc1cccnc1)=N\NC(=O)C(=O)Nc1cccc(C)c1` in the list: PrPC surface inh: 1; VHR inh abs: -2; MazF activator: -6; Anthrax LF prot: -2; BoNT F protease: -10; BoNT-A LC inh2: 0.1; CCHFV vOTU inh: -11; SSB-PriA inh: /; Rv3671c inh: -4; SARS 3CLpro inh: 2
`CCOC(=O)Cn1cc(/C=N/NC(=O)c2ccc(C#N)cc2F)c2ccccc21` in the list: PrPC surface inh: -9; VHR inh abs: 16; MazF activator: 0; Anthrax LF prot: -3; BoNT F protease: 3; BoNT-A LC inh2: 1.1; CCHFV vOTU inh: 0; SSB-PriA inh: /; Rv3671c inh: 4; SARS 3CLpro inh: -2

New compounds follow.
SMILES	PrPC surface inh	VHR inh abs	MazF activator	Anthrax LF prot	BoNT F protease	BoNT-A LC inh2	CCHFV vOTU inh	SSB-PriA inh	Rv3671c inh	SARS 3CLpro inh
O=S(=O)(c1ccc(Cl)cc1)N1CCC(N2CCCCCC2)CC1	0	-15	6	/	/	/	10	-11	-4	5
COc1ccccc1NS(=O)(=O)c1cc(NC(=O)c2sccc2C)ccc1N1CCOCC1	-4	-5	-4	0	-3	-1.3	2	-2	-8	3
COc1ccc(N(CC(=O)O)S(=O)(=O)c2cccnc2)cc1	1	10	7	-2	-6	0.0	5	-8	4	4
CCOC(=O)C1=C(C)N=c2s/c(=C3/C(=O)Nc4ccccc43)c(=O)n2C1c1ccc(C)cc1 (centres undefined)	-5	-10	-5	1	-8	3.2	-1	/	7	-3
O=C(COC(=O)c1cc(=O)[nH]c2ccccc12)Nc1ccc(F)cc1	9	/	9	-2	2	-0.1	-6	-9	-1	/
N#Cc1ccccc1OCc1cccc(S(=O)(=O)N2CCOCC2)c1	7	/	6	1	3	3.5	4	-8	-10	/
CCCCNC(=O)C[C@@H]1C[C@@]2(C(=O)OCC)CCCC=C2N(Cc2ccc(Cl)cc2Cl)C1=O	11	/	/	2	-8	-0.7	13	/	/	/
COC(=O)c1cn(C(=O)/C=C/c2ccc(OC)c(OC)c2)c2ccccc12	6	11	3	-1	-4	-0.2	4	-1	3	0
CCOc1ccccc1OCCCOc1ccc(C)cc1Cl	-1	-1	-11	-5	1	-0.2	7	-37	-3	7
COc1ccc(-c2noc(C3CCCN(C(=O)CCc4ccccc4)C3)n2)cc1 (centres undefined)	6	10	4	0	5	0.7	-6	-21	-1	2
CS(=O)(=O)Oc1ccc2c(c1)O/C(=C\C=C\c1ccccc1)C2=O	-5	19	-5	?	16	6.0	-3	14	-1	0
Cn1c(CCC(=O)OCC(=O)NCc2ccccc2Cl)nc(=O)c2ccccc21	4	38	7	-4	-4	-0.4	-1	-9	0	-5
CN(C)S(=O)(=O)c1ccc(S(=O)(=O)N(CC(=O)Nc2ccccc2)Cc2ccco2)cc1	-2	10	1	1	-3	0.3	6	-9	0	-6
COc1ccc(C(=O)NC(=O)COC(=O)c2ccc(C)o2)cc1	4	/	-7	-4	-18	-4.0	2	0	9	/
CCC1=NN(C(=O)C(=O)NCCc2ccccc2)C(O)(C(F)(F)F)C1 (centres undefined)	0	10	-3	2	4	-0.4	4	-10	2	-2
C=CCN1C2CCCC1CC(NC(=O)Nc1cc(C)cc(C)c1)C2 (centres undefined)	-5	35	14	-1	-7	-1.8	6	-1	-6	-3
Cc1nc2nc(Cc3ccccc3)[nH]n2c(=O)c1Cc1ccccc1	1	24	-7	-5	-43	-4.0	11	0	4	-4
CCn1c(=O)c(C(=O)NCc2ccccc2OC)c(O)c2ccccc21	5	47	-5	9	0	-2.2	-3	-12	-6	-3
O=c1[nH]c(CN2CCOCC2)nc2cc(Cl)ccc12	1	11	2	-7	-4	-1.3	-11	-8	-1	-1
COc1ccc(NC(=O)C(=O)NNC(=O)c2ccc(Cl)cc2Cl)cc1	0	14	4	-1	3	0.2	5	-7	-6	-3
CC(C)=C1C(=O)NN(c2ccc(F)c(Cl)c2)C1=O	3	7	3	-2	-5	-0.8	0	-15	8	5
CC(=O)NC(CC(=O)NCCCn1ccc2ccccc21)c1ccccc1 (centres undefined)	5	33	3	1	3	1.1	-3	3	-3	-1
C[C@@H]1CN([C@@H](C)CO)C(=O)CCCn2cc(nn2)CO[C@H]1CN(C)C(=O)Oc1cccc2ccccc12	-2	/	4	-6	1	-0.3	0	/	/	/
CS(=O)(=O)c1ccc(-c2sc3ccccc3c2C(=O)NCCCN2CCOCC2)cc1	-13	/	-6	-9	-7	-0.4	0	-15	0	/
COc1ccc(S(=O)(=O)N(C)c2ccc(C(=O)N3CCOCC3)cc2)cc1OC	0	6	5	2	-8	-0.6	-1	1	6	-4
NNC(=O)Cn1c(-c2nonc2N)nc2ccccc21	4	24	6	-4	-3	-0.9	-4	2	-7	2
Nc1ccc(C(=O)OCCCc2nc3cc4ccccc4cc3[nH]2)cc1	-12	7	7	1	-7	-0.2	10	-19	15	-1
COc1ccc(NS(=O)(=O)c2ccc3c(c2)CCC(=O)N3)c(OC)c1	/	18	-10	2	-1	-0.2	/	-3	-8	-3
COc1cc(-c2nc(S(=O)(=O)c3ccc(C)cc3)c(N(C)C)o2)cc(OC)c1OC	-7	13	3	-2	14	-0.7	2	-14	-5	2
COc1ccccc1CNC(=O)CCC(=O)n1ncc2cc(C)ccc21	2	29	5	2	-6	-0.3	-2	1	0	-5
C/C=C/C(=O)N1c2ccccc2C(C)=CC1(C)C	3	20	-13	2	8	-0.3	14	-16	-8	-5
c1n[nH]c(NCc2ccc3c(c2)OCO3)n1	1	14	-2	-14	2	1.1	-2	-9	-6	0
C=CCNc1nc(N2CCCC2)nc2ccccc12	8	2	8	1	6	-0.4	2	-8	-4	-5
CC(=O)Nc1ccc(S(=O)(=O)Nc2cc(S(=O)(=O)N3CCCCC3)ccc2O)cc1	9	/	4	-7	-18	-3.3	3	7	/	/
O=C(COc1ccc2c3c(c(=O)oc2c1)CCCC3)NCc1cccnc1	7	27	6	5	21	13	-7	-1	0	1
Cc1ccc(Nc2ncnc(N)n2)cc1	-8	11	0	2	4	-0.2	2	-10	9	3
CC12CCC(C(=O)Nc3ccccc3Br)(C/C1=N\O)C2(C)C (centres undefined)	6	1	4	-12	-7	-2.2	11	/	-4	3
O=C(Cc1ccc([N+](=O)[O-])cc1)N1N=C2CCCCC2C1(O)C(F)(F)F (centres undefined)	0	12	8	-2	9	0.9	-3	-9	4	-1

Compound activity deposited in PubChem BioAssay by several laboratories.

These rows are one share of the data (hit frequency here may not be typical).
